Bioassay records from PubChem BioAssay.
CHT block: inhibits the human high affinity choline transporter | CHT-expressing cells, membrane potential dye, choline response; hits give low values | B-score at 10 µM | hit rate 0.86% among 310,000 | AID 488975;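 active means B-score over 3 SD under the library average, and starting fluorescence ratio not unusually high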;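 further: choline stimulus applied at its EC90 after an EC20 pre-addition; B-score computed on integrated fluorescence ratio after choline addition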
Target sequence (Q9GZV3 whole entry, looked up): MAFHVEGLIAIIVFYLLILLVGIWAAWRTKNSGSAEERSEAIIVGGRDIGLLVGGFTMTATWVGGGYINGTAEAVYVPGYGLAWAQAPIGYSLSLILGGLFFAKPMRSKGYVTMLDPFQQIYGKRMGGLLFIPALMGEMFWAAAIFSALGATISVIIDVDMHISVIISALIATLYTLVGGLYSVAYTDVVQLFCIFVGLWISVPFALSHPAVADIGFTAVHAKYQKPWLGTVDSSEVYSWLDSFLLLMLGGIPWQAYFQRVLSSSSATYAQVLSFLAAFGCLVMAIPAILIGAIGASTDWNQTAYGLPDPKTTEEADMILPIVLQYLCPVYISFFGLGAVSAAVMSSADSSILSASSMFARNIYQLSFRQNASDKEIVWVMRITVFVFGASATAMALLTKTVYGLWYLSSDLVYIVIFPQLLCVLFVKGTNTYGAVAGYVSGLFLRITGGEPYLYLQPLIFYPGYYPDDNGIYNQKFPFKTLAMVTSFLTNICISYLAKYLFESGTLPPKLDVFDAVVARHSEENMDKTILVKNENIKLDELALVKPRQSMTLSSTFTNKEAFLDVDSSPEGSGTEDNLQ
CHT PAM: allosteric activators of human choline transporter CHT; CHT-expressing cells, membrane potential dye, choline EC20; hits give high values; LV-AA mutant CHT in HEK293 cells; B-score at 10 µM; hit rate 0.49% among 310,000; AID 488977;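 active means initial fluorescence not abnormally high and integrated response B-score, plate-corrected, over 3 SD above library mean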
Calls only; i = inactive.

SMILES	CHT block	CHT PAM
CCC(NC(=O)c1ccccc1NC(=O)c1ccco1)C(=O)NNC(=O)c1ccncc1 (centres undefined)	i	i
CCCNC(=S)Nc1ccc(Cl)cc1Cl	i	i
COc1ccc(-c2csc(NC(=O)C3CSC4(C)CCC(=O)N34)n2)cc1OC (centres undefined)	i	i
CCc1ccc(CN(C)CC(=O)Nc2ccccc2[N+](=O)[O-])cc1	i	i
O=C(NC1CCCC1)C(c1cccnc1)N(C(=O)c1csnn1)C1CCCC1 (centres undefined)	i	i
COc1ccc(/C=N/N=C2/CC(C)(C)Cc3n[nH]c(=O)cc32)cc1	i	i
Cc1ccc(-n2nc3c(c2NC(=O)CC(C)C)CS(=O)(=O)C3)cc1	i	i
CC1(C(=O)NC2CCCC2)CCC(=O)N1Cc1ccccc1 (centres undefined)	i	i
Oc1ccc(Nc2ccnc3cc(Cl)ccc23)cc1	i	i
O=C(OCC(=O)N1c2ccccc2Sc2ccccc21)C1CC(=O)N(Cc2ccco2)C1 (centres undefined)	i	i
CCOc1ccc(-c2nc(CSCC(=O)NCc3ccco3)c(C)o2)cc1	i	i
CC(NC(=O)c1ccco1)C(=O)N1CCN(C(c2ccccc2)c2ccccc2)CC1 (centres undefined)	i	i
CCC(=O)Nc1cc(C(=O)OCC(=O)c2ccccc2)ccc1C	i	i
CC(=O)c1c(C)nc(Nc2nc3ccccc3s2)nc1C	i	i
CN1CCN(NC(=O)c2cn(-c3ccccc3)nc2-c2ccc(OC(F)F)cc2)CC1	i	i
Clc1ccc(CNc2ccc(CNc3ncn[nH]3)cc2)c(Cl)c1	i	i
O=[N+]([O-])c1cc([N+](=O)[O-])c(Oc2ccc(F)cc2F)cc1NN1CCCCC1	i	i
Oc1ccccc1-n1c(-c2ccccc2)ccc1-c1ccccc1	i	i
CCOc1ccccc1NC(=O)c1cnc2n(c1=O)CCS2	i	i
O=C(OCCN(CCOC(=O)c1ccncc1)S(=O)(=O)c1cccs1)c1ccncc1	i	i
CCN(CC)C(=O)CC(c1ccc(F)cc1)c1ccco1 (centres undefined)	i	i
O=C(O)c1cc(N/N=C/c2c(O)ccc3ccccc23)ccc1Cl	i	i
CC(C(=O)NC(=O)NC1CCCCC1)N1CCN(c2ccccn2)CC1 (centres undefined)	i	i
COc1ccccc1Nc1nc(N2CCCC2)nc(N2CCOCC2)n1	i	i
COc1ccc(-c2nc3c(c(SCC(=O)N4CCOCC4)n2)COC(C)(C)C3)cc1	i	i

New compounds follow
SMILES	CHT block	CHT PAM
C=CCNc1ncnc2c1cnn2-c1ccc(C)cc1C	i	i
NC(=O)C1CCN(C(=O)CSc2nc3c(c(-c4ccccc4)n2)CCCC3)CC1	i	i
Cc1cc(C)n(C(=O)c2ccc(C)c(F)c2F)n1	i	i
Cn1c(N)c(C(=O)COC(=O)CCCN2C(=O)c3ccccc3C2=O)c(=O)n(C)c1=O	i	i
COc1ccc(NC(=S)N2C3CCC2CC(NC(=O)NC24CC5CC(CC(C5)C2)C4)C3)c(OC)c1 (centres undefined)	i	i
CCCC(=O)NNC(=O)Nc1ccccc1	i	i
O=S(=O)(Nc1ccc(N2CCOCC2)nn1)c1ccccc1	i	i
COc1ccc(-c2csc3ncn(-c4cccc(C)c4)c(=O)c23)cc1OC	i	i
COc1cccc(CNC(=O)C2CCCN2S(=O)(=O)c2ccc3c(c2)C(C)(C)C(=O)N3C)c1 (centres undefined)	i	i
CCCCCC(=O)NC(=S)Nc1cccc(C(C)=O)c1	i	i
CCN(CC)S(=O)(=O)c1cccc(NC(=O)CCNC(=O)c2ccc([N+](=O)[O-])cc2)c1	i	i
c1ccc(CCn2c(SCc3ccccc3)nnc2-c2ccncc2)cc1	i	i
COc1ccc(-c2[nH]ncc2CN(CCO)CC23CC4CC(CC(C4)C2)C3)c(OC)c1	i	i
O=C(NCc1ccco1)C1CCN(S(=O)(=O)c2cccc([N+](=O)[O-])c2)CC1	i	i
Cc1ccc(C)c(-n2nnnc2SCC(=O)Nc2cccc(-c3nnc4n3CCCCC4)c2)c1	i	i
Cc1cccc(NC(=O)NCC(c2cccnc2)N2CCOCC2)c1 (centres undefined)	i	i
CCc1ccc(C(=O)Nc2nc3ccccc3[nH]2)cc1	i	i
Cc1nc2ccccc2c2oc(C(=O)N3CCN(c4ccc([N+](=O)[O-])cc4)CC3)cc12	i	i
CC(C)c1onc(C(=O)Nc2cccc(O)c2)c1[N+](=O)[O-]	i	i
Cc1ccc(S(=O)(=O)NCCS(=O)(=O)N2CCN(c3ccc(F)cc3)CC2)cc1	i	i
CCOC(=O)CSc1nc(C)c2ccc(C)cc2n1	i	i
COC(=O)c1[nH]c(C)c(/C(O)=C2\C(=O)C(=O)N(CCN3CCOCC3)C2c2ccc(C)o2)c1C (centres undefined)	i	i
CC(C)c1ccc(C(C)NC(=S)NC2CCCCC2)cc1 (centres undefined)	i	i
CN(C(=O)Nc1ccc(Cl)cc1Cl)[C@H]1c2cc(Br)ccc2OC[C@H]1CO	i	i
O=C(CSc1n[nH]c(=O)n1-c1cccnc1)N1CCOCC1	i	i

7 entries already listed, sorted by molar mass, rising:
SMILES	CHT block	CHT PAM
CC1(C(=O)NC2CCCC2)CCC(=O)N1Cc1ccccc1 (centres undefined)	i	i
O=C(CSc1n[nH]c(=O)n1-c1cccnc1)N1CCOCC1	i	i
Cc1cccc(NC(=O)NCC(c2cccnc2)N2CCOCC2)c1 (centres undefined)	i	i
Cc1nc2ccccc2c2oc(C(=O)N3CCN(c4ccc([N+](=O)[O-])cc4)CC3)cc12	i	i
O=C(OCC(=O)N1c2ccccc2Sc2ccccc21)C1CC(=O)N(Cc2ccco2)C1 (centres undefined)	i	i
CN(C(=O)Nc1ccc(Cl)cc1Cl)[C@H]1c2cc(Br)ccc2OC[C@H]1CO	i	i
Cc1ccc(C)c(-n2nnnc2SCC(=O)Nc2cccc(-c3nnc4n3CCCCC4)c2)c1	i	i

Further entries follow.
SMILES	CHT block	CHT PAM
CC1(CC(=O)N/N=C/c2ccc(-c3ccc(C(=O)O)cc3)o2)OCCO1	i	i
COc1ccccc1Oc1ccc(N2CC(C(=O)OCC(=O)c3ccccc3)CC2=O)cc1 (centres undefined)	i	i
COc1cc(Cl)c(CN2CCCC(CO)(Cc3cccc(Cl)c3)C2)cc1OC (centres undefined)	i	i
O=C(O)c1ccc(Nc2nc(-c3ccccc3)nc3ccccc23)cc1	i	i
O=C(Oc1ccc2c(=O)c(Oc3ccc4ccccc4c3)coc2c1)c1ccco1	i	i
CCCCCOc1ccc(/C(C)=N/NC2=NCCN2)cc1	i	i
CCn1c(SCC(=O)c2ccc(C)cc2)nnc1-c1ccncc1	i	i
CCCNc1nc(Nc2ccc(C)c(Cl)c2)c2cnn(C)c2n1	i	i
Cc1ccc(S(=O)(=O)NCCN=C(CN2CCOCC2)NS(=O)(=O)c2ccc(C)cc2)cc1	i	i
CCOC(=O)Nc1nc(-c2ccc(F)cc2F)cs1	i	i
O=S(=O)(NC(=S)NC1CCCCC1)c1ccc(Br)cc1	i	i
CCCCN1C(=O)N(c2nnc(C(C)(C)C)s2)C(O)C1c1ccc(C)cc1 (centres undefined)	i	i
CC(=O)Nc1ccc(-c2cc3ccccc3o2)cc1	i	i
CCOC(=O)CN1C(=O)C(O)=C(C(C)=O)C1c1ccc([N+](=O)[O-])cc1 (centres undefined)	i	i
Cc1ccc(NCc2ccccc2O)c(C)c1	i	i
CCOC(=O)N1CCN(S(=O)(=O)c2ccc(C(=O)Nc3ccc4c(c3)C(=O)NC4=O)cc2)CC1	i	i
Cn1c(N)c(C(=O)Nc2ccccc2)c(=O)[nH]c1=O	i	i
O=C(COC(=O)c1ccc(S(=O)(=O)NCc2ccco2)cc1)NC1CCCCCC1	i	i
COc1ccc(NC(=O)C(=O)NCCCn2ccnc2)cc1	i	i
Cc1cc(=O)oc2cc(OC(C)C(=O)N3CCOCC3)ccc12 (centres undefined)	i	i
NS(=O)(=O)c1ccc(CNC(=O)CCCSc2ccccc2)cc1	i	i
O=C(CSC1=NCCN1)Nc1cccc(C(F)(F)F)c1	i	i
COC(=O)c1ccc(C2c3[nH]c4ccccc4c3C[C@H]3C(=O)N(C)CC(=O)N23)cc1 (some centres undefined)	i	i
Cc1ccc(NC(=O)CN2CCCN(S(=O)(=O)c3ccc(Br)s3)CC2)cc1	i	i
CN(CCO)CCC(=O)NC1(C)CS(=O)(=O)CC1S(=O)(=O)O (centres undefined)	i	i

An excerpt of these results, as comma-separated lines.
canonical_smiles,CHT block,CHT PAM
CN(CCO)CCC(=O)NC1(C)CS(=O)(=O)CC1S(=O)(=O)O (centres undefined),i,i
Cc1ccc(NCc2ccccc2O)c(C)c1,i,i

Profiles, looked up by structure.
COc1ccc(NC(=O)C(=O)NCCCn2ccnc2)cc1 as listed: CHT block: i; CHT PAM: i
CCOC(=O)N1CCN(S(=O)(=O)c2ccc(C(=O)Nc3ccc4c(c3)C(=O)NC4=O)cc2)CC1 as listed: CHT block: i; CHT PAM: i

Next records follow.
SMILES	CHT block	CHT PAM
CCN(CC)c1ccc(/C=N/Nc2cccc(C)c2)c(O)c1	i	i
C/C(CC(=O)Nc1ccc2c(c1)OCO2)=N\NC(=O)c1ccccc1N	i	i
Cc1coc2c(C)c3oc(=O)c(CCC(=O)N4C[C@H]5C[C@@H](C4)c4cccc(=O)n4C5)c(C)c3cc12	i	i
O=C(c1ccc(Cl)cc1)N1CCN(CCOc2ccccc2)CC1	i	i
O=C(NNC(=O)c1cc(-c2ccc(Cl)cc2Cl)nc2ccccc12)Nc1ccccc1	i	i
O=C1CCC(C(=O)N2CCOCC2)CN1Cc1ccc(Cl)cc1 (centres undefined)	i	i
Cc1ccc2c(c1)C1CN(C)CCC1N2C(=S)Nc1ccc(Cl)cc1Cl (centres undefined)	i	i
CC(=O)Nn1cc2c(c1-c1ccccc1)c(=O)n(C)c(=O)n2C	i	i
CN(C=C1C(=O)CC(C)(C)CC1=O)CCN1CCNCC1	i	i
CCOc1cc(C=O)ccc1OCCSc1ccc(Cl)cc1	i	i
Nc1c(C(=O)c2ccccc2)sc2nsc(SCCN3CCCC3)c12	i	i
COc1ccccc1Nc1nc2nonc2[nH]c1=O	i	i
CCn1c(CC(=O)Nc2ccc(F)cc2)nnc1SCC(=O)Nc1nnc(C)s1	i	i
Cc1nn(-c2ccc(N3CCOCC3)nn2)c(C)c1CCC(=O)Nc1ccc(F)cc1	i	i
Cc1ccc(S(=O)(=O)N(C)CC(=O)NCCc2c[nH]c3ccccc23)cc1	i	i
CCCCCCCC(=O)N/N=C/c1ccc([N+](=O)[O-])o1	i	i
COc1ccc(-c2cn[nH]c2-c2ccc(OCC(=O)NN)cc2O)cc1OC	i	i
COc1ccc(-c2cc(C(=O)NCc3cccs3)no2)cc1	i	i
COc1ccc(N2CCN(C(=O)CC(NC(N)=O)c3cccc(Oc4ccccc4)c3)CC2)cc1 (centres undefined)	i	i
Cc1ccc(C(=O)CCC(=O)OCC(=O)N(C)c2c(N)n(Cc3ccccc3)c(=O)[nH]c2=O)cc1	i	i
O=C(CNc1ccc2ccccc2c1)N/N=C/C=C/c1cccc([N+](=O)[O-])c1	i	i
CCOC(=O)N1CCN(C(=O)CN(C)S(=O)(=O)c2ccc(Cl)cc2)CC1	i	i
CCCCNC(=S)Nc1cc(S(=O)(=O)N2CCCCC2)ccc1C	i	i
Cc1ccc(CC2S/C(=N/N=C/c3ccco3)NC2=O)cc1 (centres undefined)	i	i
Cc1oc(-c2ccccc2Cl)nc1CS(=O)CC(=O)NCc1ccc2c(c1)OCO2 (centres undefined)	i	i

Grouped by structure, the compounds so far with a COOH group.
SMILES	CHT block	CHT PAM
O=C(O)c1cc(N/N=C/c2c(O)ccc3ccccc23)ccc1Cl	i	i
CC1(CC(=O)N/N=C/c2ccc(-c3ccc(C(=O)O)cc3)o2)OCCO1	i	i
O=C(O)c1ccc(Nc2nc(-c3ccccc3)nc3ccccc23)cc1	i	i

(continued)
SMILES	CHT block	CHT PAM
COC(=O)C1=C(C)N(Cc2ccco2)C(=O)N[C@@H]1c1ccc(Br)cc1	i	i
COc1ccccc1C(=O)Nc1nc(N)n(-c2ccccc2)n1	i	i
CCOC(=O)CSc1nnc2c(n1)C1(C)CCC2C1(C)C (centres undefined)	i	i
Cn1cccc1C(=O)OCC(=O)Nc1cc(C(C)(C)C)nn1-c1ccccc1	i	i
Cc1cccc(C(=O)NCC(=O)NC2CCN(Cc3ccccc3)CC2)c1	i	i
CCC(C)(C)c1ccc(OCCCC[n+]2ccccc2)c(C(C)(C)CC)c1	i	i
Cc1cc(C)c2sc(N(CCCN(C)C)C(=O)CN3C(=O)c4ccccc4C3=O)nc2c1	i	i
Cc1cc(S(=O)(=O)NCc2cccnc2)ccc1-n1cnnn1	i	i
COc1cccc(-c2nc(CS(=O)CC(=O)NC3CCCCC3)c(C)o2)c1 (centres undefined)	i	i
CCOc1cc(CNn2nnnc2N)cc(Cl)c1OCC(=O)NC(C)(C)C	i	i
COc1ccc(CCC(=O)Nc2nccs2)cc1OC	i	i
O=C(NCc1ccc2c(c1)OCO2)c1nn(-c2ccccc2)c(=O)c2ccccc12	i	i
Cc1cccc(CCN=C(N)NS(=O)(=O)c2ccccc2)c1	i	i
Cc1cc(NC(=O)COC(=O)c2ccc(S(=O)(=O)C(F)F)cc2)n(-c2ccccc2)n1	i	i
Cc1ccc(CNC(=O)c2ccc(N3CCC4(CC3)CC(c3ccccc3)=NO4)c(NC(=O)c3ccc(Br)cc3)c2)cc1	i	i
Cc1cc(C)cc(N(CCC#N)C(=O)COC(=O)CN2C(=O)NC(C)(C)C2=O)c1	i	i
COc1ccc(C(O)c2nc3ccccc3s2)cc1 (centres undefined)	i	i
COc1ccc(NC(=O)C2C3CCC(C3)C2C(=O)O)cc1OC (centres undefined)	i	i
O=C(CCCCO)CCCCCCCC[C@H]1N[C@H](CO)[C@H](O)[C@@H]1O[C@@H]1O[C@H](CO)[C@@H](O)[C@H](O)[C@H]1O	i	i
Cn1c(SCC(=O)NCc2ccc(F)cc2)nc2c([nH]c3ccccc32)c1=O	i	i
N/C(=N\OC(=O)Cc1ccc(-c2ccccc2)cc1)c1cccc([N+](=O)[O-])c1	i	i

Compounds as they come. Share with any hit: about 1.4%.
